HEK293 tox: cytotoxic in the GLP-1 receptor inverse agonist counter-screen | HEK293 cAMP-luciferase reporter cells, luminescence, 24 h | Potency, µM (top dose mostly 38.3 µM), without a hit: at the highest dose activity change, negative = inhibition, most hits filed as inhibitors | 410,000 tested, 0.13% active | AID 624418;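 also: loss of luciferase light is scored as toxicity; potency is read from the fitted curve at half-maximal effect; % is scaled to controls: 0 for no effect and ±100 for the full control effect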
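Cells in DMEM/10% Nu serum/1% pen-strep, 1536-well format. Pre-incubated 12 h, dosed with 23 nL compound, incubated a further 24 h. Luciferase detection, 12 min at room temp, luminescence.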
aSyn yeast inh: rescues yeast growth from alpha-synuclein toxicity; Yeast expressing alpha-synuclein, growth rescue, BacTiter-Glo, 24 h; Potency, µM (doses to about 46.1 µM), for the others: top-dose growth rescue (activation), usual class: activators; 370,000 tested, 0.14% active; also: potency is read from the fitted curve at half-maximal effect; % of control where 0% means no effect; nearly all actives have a fitted effect of over 65% in size
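Rescue of yeast growth: cells expressing toxic alpha-synuclein, induced in galactose at OD600 0.02, incubated with compound 24 h at 30 C. ATP luminescence quantified growth; inhibitors of toxicity appear as activators.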
Akt phos inh: inhibitors of Akt phosphorylation; Neuro2A IGF-stimulated pAkt S473 HTRF, 20 min; active compounds read low; activity change, % for hits at 50 µM; 360,000 tested, 0.32% active; AID 651550; in the data active = activity change below about -80%; inconclusive = mostly about -51% to -80%; also: % is scaled to controls: 0 for no effect and ±100 for the full control effect
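Single-point screen (50 µM final compound) in Neuro2A cells stimulated 20 min with 6 nM IGF at 37 deg C. After lysis, Ser473-phosphorylated Akt read by HTRF (ex 330 nm, em 615/665 nm) as the 665/615 ratio.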
TDP-43 yeast inh: rescues yeast growth from TDP-43 toxicity; Potency, µM (series often up to 46.1 µM), for inactives: top-dose growth rescue (activation), hits mostly activators; 410,000 tested, 1.8% active; TDP-43 expressing yeast growth rescue, BacTiter-Glo, 24 h; also: potency is read from the fitted curve at half-maximal effect; % of control where 0% means no effect; nearly all actives have a fitted effect of over 50% in size
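Galactose-induced TDP-43 yeast, OD600=0.02, compound pinned; 24 hr, 30 deg C; BacTiter-Glo luminescence for growth. Inhibitors of TDP-43 toxicity read as activators.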
PTHR1 agonist: agonists of human PTHR1 parathyroid hormone receptor; Q03431; HEK293 GP2 PTHR1 cells, GloSensor cAMP luminescence, 1 h; Potency, µM (highest dose often 115 µM), without a hit: at the top dose activation, hits mostly activators; 410,000 tested, 0.075% active; also: potency is read from the fitted curve at half-maximal effect; nearly all actives have a fitted effect of over 55% in size; some results filed as inactive show a strong effect at the top dose; inactives centre near -15; many of its hits are not listed in these tables
Target sequence (Q03431 whole entry, looked up): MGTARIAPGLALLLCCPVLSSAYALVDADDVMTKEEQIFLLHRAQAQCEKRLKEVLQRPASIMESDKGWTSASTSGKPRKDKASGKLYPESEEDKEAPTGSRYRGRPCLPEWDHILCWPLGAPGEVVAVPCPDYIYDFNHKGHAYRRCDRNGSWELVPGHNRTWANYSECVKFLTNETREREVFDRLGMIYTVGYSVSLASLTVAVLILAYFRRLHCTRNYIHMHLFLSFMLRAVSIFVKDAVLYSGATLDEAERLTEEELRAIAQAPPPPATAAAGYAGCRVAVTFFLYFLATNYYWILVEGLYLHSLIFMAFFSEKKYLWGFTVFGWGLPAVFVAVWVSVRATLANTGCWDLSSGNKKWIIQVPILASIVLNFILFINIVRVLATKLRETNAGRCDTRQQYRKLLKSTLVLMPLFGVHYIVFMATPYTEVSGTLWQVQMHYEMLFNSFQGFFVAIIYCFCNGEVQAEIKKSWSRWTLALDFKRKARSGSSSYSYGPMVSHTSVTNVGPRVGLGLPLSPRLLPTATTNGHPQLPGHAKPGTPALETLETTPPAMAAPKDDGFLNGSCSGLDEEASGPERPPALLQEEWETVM
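HEK-293-derived GP2 cells expressing PTHR1 and a GloSensor cAMP reporter, 3,000/well, plated overnight, given luciferin plus IBMX (each 0.5 mM as added) for 1 h at 37 °C, then compound for 1 h at 37 °C. Luminescence was read after 15 min at room temperature.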
Abeta yeast res: compounds reversing amyloid beta toxicity in yeast | yeast expressing A-beta42, growth rescue, OD600, 48 h; response scale: 0% DMSO, 100% iron-clioquinol control | Potency, µM (series often up to 46.1 µM), without a hit: at the top dose growth rescue, actives largely listed as activators | 410,000 tested, 0.063% active | AID 1347071; also: potency is read from the fitted curve at half-maximal effect; nearly all actives have a fitted effect of over 55% in size
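Growth rescue measured by 600 nm absorbance after 48 h yeast culture at 30 C with compound. Values normalized between DMSO and an equimolar ferric chloride plus clioquinol control.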
GLP1R inv ag: inverse agonists of human GLP-1 receptor; P43220; HEK293 GLP-1R CRE-luciferase, luminescence, 24 h; GLP-1R form is constitutively active; Potency, µM (highest dose often 38.3 µM), inactives show top-dose activity change, negative = inhibition, actives largely listed as inhibitors; 410,000 tested, 1.6% active; AID 624417; also: potency is read from the fitted curve at half-maximal effect; % is scaled to controls: 0 for no effect and ±100 for the full control effect; nearly all actives have a fitted effect of over 55% in size
Target sequence (P43220 whole entry, looked up): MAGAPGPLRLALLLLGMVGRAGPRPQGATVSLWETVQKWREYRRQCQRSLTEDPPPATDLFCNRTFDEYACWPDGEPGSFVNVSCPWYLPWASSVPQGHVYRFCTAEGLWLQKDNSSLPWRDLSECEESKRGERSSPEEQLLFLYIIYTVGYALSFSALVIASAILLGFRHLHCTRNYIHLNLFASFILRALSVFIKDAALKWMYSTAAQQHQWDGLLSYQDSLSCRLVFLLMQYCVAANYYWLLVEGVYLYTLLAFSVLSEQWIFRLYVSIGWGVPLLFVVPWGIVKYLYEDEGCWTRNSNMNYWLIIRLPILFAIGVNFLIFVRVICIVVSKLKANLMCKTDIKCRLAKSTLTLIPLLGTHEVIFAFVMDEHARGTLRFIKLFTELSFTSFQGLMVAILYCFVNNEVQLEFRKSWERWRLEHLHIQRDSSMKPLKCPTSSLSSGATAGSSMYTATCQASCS
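HEK293 cells stably co-expressing a cAMP-responsive luciferase reporter and constitutively active GLP-1R were seeded, incubated 12 h, then exposed to compounds for 24 h at 37 C. Luminescence was read 12 min after detection reagent; inverse agonists lower signal.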
Mm-Cpn inhibitor: blocks the Methanococcus maripaludis chaperonin Mm-Cpn | Potency, µM (titrated, usually from 76.9 µM), for inactives: at the highest dose activity, negative = inhibition, actives largely listed as inhibitors | 330,000 tested, 0.031% active | purified Mm-Cpn ATPase, ADP Transcreener TR-FRET; also: potency is read from the fitted curve at half-maximal effect; % is scaled to controls: 0 for no effect and ±100 for the full control effect; nearly all actives have a fitted effect of over 80% in size
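TR-FRET (320 nm excitation; 590 and 665 nm emission) reports ADP made from 10 uM ATP by 25 nM enzyme; compounds were preincubated 10 min, reaction run 30 min, both at 37°C.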
FUS suppressor: rescues growth of FUS-expressing yeast. 390,000 tested, 0.24% active. Potency, µM (series often up to 76.6 µM), without a hit: top-dose growth rescue (activation), actives largely listed as activators. S. cerevisiae FUS-expressing, growth rescue, OD600, 24 h. AID 1347120;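 also: potency is read from the fitted curve at half-maximal effect; plate controls were DMSO vehicle for no effect and reference control for full effect; nearly all actives have a fitted effect of over 55% in size; some results filed as inactive show a strong effect at the top dose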
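FUS-expressing yeast, raffinose-pregrown, induced in 2% galactose minimal medium at OD 0.005; compounds in a dilution series, 24hr at 30C. Growth restoration read as absorbance at 600 nm. CP55940 positive control, DMSO negative.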
* = called active by the depositor; i = inactive; ? = inconclusive; / = not tested or not shown; [ ] = remark or other dose. Unless noted, calls follow the shape of the dose curve; as a rule, active = well fitted curve in the direction sought with a large enough effect; inconclusive = small, poorly fitted or top-dose-only effect, or another doubt; inactive = no such curve, though single readings can be large; an effect the other way counts as inactive or inconclusive. An excerpt; count on the stated rates, not on these rows.

SMILES	HEK293 tox	aSyn yeast inh	Akt phos inh	TDP-43 yeast inh	PTHR1 agonist	Abeta yeast res	GLP1R inv ag	Mm-Cpn inhibitor	FUS suppressor
O=C(C[C@H]1C(=O)N(CCc2ccccc2)C[C@@H]1Cc1ccccc1)Nc1ccc(Br)cc1	-24%	12%	i	11%	-51%[inhibitor]	10%	7.9µM*	/	37%
CCOC(=O)c1sc(N2C(=O)C(O)=C(C(=O)c3ccco3)C2c2ccco2)nc1C (stereo not given)	?	6%	i	-15%	-16%	0%	3%	-1%	28µM*
Cc1cccc(C2(c3cccc(C)c3)OC(=O)c3ccccc32)c1	2%	-13%	i	20%	i	13%	0%	1%	-4%
CCN(CC)C(=O)C1CCCN(C(=O)Nc2ccc3nsnc3c2)C1 (stereo not given)	19%	12%	i	-5%	i	-6%	1%	?	-1%
Cc1ccc(N2C(=O)c3ccc(C(=O)N4CCOCC4)cc3C2=O)cc1C	3%	-1%	i	0%	i	-4%	13%	1%	14%
CC(C)CC(=O)NC(=S)Nc1sc2c(c1C(N)=O)CCC2	-3%[7.66 µM]	2%	i	0%[9.22 µM]	-72%[inhibitor]	-11%	11%[7.66 µM]	-3%	29%
CC(NC(=O)Cc1ccc(NC2=NC3CS(=O)(=O)CC3S2)cc1)c1ccccc1 (stereo not given)	1%	2%	i	7%	i	5%	14%	2%	-11%
CCOc1ccc(OCCCCOc2ccccc2C(C)=O)cc1	-1%	-17%	i	10%	-38%[inhibitor]	34%	?	2%	10%
COc1ccccc1NC(=O)COC(=O)COc1cccc2c1OC(C)(C)C2	-1%	9%	i	9%	0%	5%	8%	-1%	8%
CCC1(c2ccccc2)NC(=O)N(CC(=O)N2CCc3ccccc32)C1=O (stereo not given)	-26%	8%	i	-28%	i	-16%	?	1%	/
COc1ccc(NC(=O)Nc2c(C)n(C)n(-c3ccccc3)c2=O)cc1	5%	0%	i	15%	-15%	1%	22%	-1%	-4%
Brc1ccc(-c2ccc(CNCCSc3nnnn3-c3ccccc3)o2)cc1	4%	/	/	15%[9.22 µM]	-16%	-23%	-25%	/	17%
Cc1ccccc1CNC(=O)Nc1ccc(Cl)cc1	-1%	-1%	i	15%	i	-3%	-8%	-1%	-31%
O=C(CN1C(=O)CCc2cc(S(=O)(=O)N3CCOCC3)ccc21)NCc1ccc(Cl)cc1	6%	/	/	27%	i	-5%	16%	/	6%
CCCCn1c(N)c(N(CC)C(=O)c2cc(S(=O)(=O)N3CCCCCC3)ccc2OC)c(=O)[nH]c1=O	2%	-1%	i	14%	-48%[inhibitor]	16%	18%	3%	-10%
O=C(NCCOc1ccccc1)c1ccccc1Cl	-3%	8%	i	0%	-10%	-8%	?	-2%	22%
CCOc1cccc(C(=O)Nc2ccc3ccccc3c2)c1	0%	-7%	i	12%	-38%[inhibitor]	4%	?	1%	-15%
CCOC(=O)N1CCN(C(=S)NC2CCCC2)CC1	2%	0%	i	11%	0%	14%	-4%	-24%	-11%
COc1cccc(C(C(=O)NC2CCCC2)N(C(=O)c2csnn2)C2CC2)c1 (stereo not given)	-4%	-1%	i	16%	-16%	-7%	-14%	1%	-2%
CC(C(=O)Nc1ccccc1)N1C(=O)c2ccccc2C1=O (stereo not given)	10%	1%	i	9%	-24%	-8%	8%	0%	19%
CCCSc1nc2sc3c(c2c(=O)n1-c1cccc(Br)c1)CC(C)(C)OC3	-5%	-13%	/	6%	-2%	-19%	6%	/	-18%
Cc1ccc(OCC(=O)Nc2ccc(C(=O)OCc3cc(=O)n4ccsc4n3)cc2)cc1C	-3%	/	/	19%	-17%	-18%	-23%	/	-7%
COc1ccc(OC)c(CCNC(=O)CC2Oc3ccc(C)cc3NC2=O)c1 (stereo not given)	6%	-11%	i	0%	-25%	-1%	3%	0%	-6%
O=C(Nc1cccc(Cl)c1)C1CCCN1S(=O)(=O)c1cccc2cccnc12 (stereo not given)	-3%	/	/	18%	-68%[inhibitor]	-8%	14%	/	17%
COc1cccc(C(=O)n2c(SC)nc3cc4c(cc32)OCCO4)c1	-7%	-9%	/	-7%	-3%[57.5 µM]	4%	3%	1%	14%

Reprinted at random: three compounds from above.
SMILES	HEK293 tox	aSyn yeast inh	Akt phos inh	TDP-43 yeast inh	PTHR1 agonist	Abeta yeast res	GLP1R inv ag	Mm-Cpn inhibitor	FUS suppressor
CCC1(c2ccccc2)NC(=O)N(CC(=O)N2CCc3ccccc32)C1=O (stereo not given)	-26%	8%	i	-28%	i	-16%	?	1%	/
CCOC(=O)c1sc(N2C(=O)C(O)=C(C(=O)c3ccco3)C2c2ccco2)nc1C (stereo not given)	?	6%	i	-15%	-16%	0%	3%	-1%	28µM*
CCCSc1nc2sc3c(c2c(=O)n1-c1cccc(Br)c1)CC(C)(C)OC3	-5%	-13%	/	6%	-2%	-19%	6%	/	-18%

Carrying on.
SMILES	HEK293 tox	aSyn yeast inh	Akt phos inh	TDP-43 yeast inh	PTHR1 agonist	Abeta yeast res	GLP1R inv ag	Mm-Cpn inhibitor	FUS suppressor
Cc1[nH][nH]c(=O)c1C(c1ccc(O)c(Br)c1)c1c(C)[nH][nH]c1=O	?	2%	i	-1%	-9%	4%	7%	-15%	22%
CCOc1ccc(-c2nnc(-c3ccccc3)n2-c2ccccc2)cc1	-9%	-9%	i	15%	i	-32%[inhibitor]	0%	-29%	12%
NC1=NC(=O)/C(=C/c2cccs2)S1	3%	-6%	i	-23%	i	-4%	32%[activator]	-2%	10%
CC(C)NC(=O)c1ccccc1NC(=O)Cc1ccc([N+](=O)[O-])cc1	-1%	-9%	i	-4%	i	17%	1%	-1%	-5%
CCOC(=O)c1cn[nH]c1N	18%	-7%	i	-15%	i	-7%	12%	0%	-9%
CCC(=O)CCC(=O)c1ccc2ccccc2c1	-4%[1.53 µM]	1%	i	-2%	-3%	10%	-12%	-1%	22%
CN(C(=O)CCCN1C(=O)c2cccc3cccc(c23)C1=O)c1ccccc1	5%	8%	i	6%	-7%	-25%	4%	-1%	17%
O=C(NC(Cc1ccccc1)C(=O)O)/C(=C/c1ccc([N+](=O)[O-])cc1)NC(=O)c1ccco1 (stereo not given)	-6%	1%	i	-3%	i	5%	20%	0%	12%
Fc1cccc(CSc2ncnc3c2ncn3C2CCCCO2)c1 (stereo not given)	-1%	1%	i	18%	-96%[inhibitor]	0%	?	/	12%
O=C1CN(C(=O)c2ccc(Cl)c(S(=O)(=O)N3CCc4ccccc43)c2)c2ccccc2N1	2%	0%	i	-23%	-24%	-11%	?	4%	?
O=C(Nc1nnc(S(=O)(=O)N2CCCc3ccccc32)s1)c1ccc(Cl)cc1	-4%	/	/	16%	i	-7%	?	/	-5%
CCOC(=O)C1=C(CN2CCN(C(=O)OCC)CC2)NC(=O)NC1c1ccc2c(c1)OCO2 (stereo not given)	13%	5%	i	13%	-18%	-3%	7%	-1%	11%
CCN(C(=O)COC(=O)CNS(=O)(=O)c1ccc(C)cc1)C1CCS(=O)(=O)C1 (stereo not given)	10%	4%	i	6%	i	2%	2%	/	-12%
CN(C)S(=O)(=O)c1cccc(NC(=O)COC(=O)c2c[nH]c(=O)[nH]c2=O)c1	9%	-8%	i	18%	i	3%	12%	1%	6%
CCOC(=O)N1CCC(NC(=O)c2cc(S(=O)(=O)N3CCc4ccccc43)cn2C)CC1	-6%	8%	i	18%	i	9%	0%	1%	28%
COc1cccc(CNC(=O)CCC2CCCN(C(=O)C3=CC(=O)CC(C)(C)O3)C2)c1 (stereo not given)	-5%	2%	i	-25%	i	-7%	15%	-1%	6%
C=C1C(=O)[C@]23C[C@H]1CCC2[C@@]1(C)C(C[C@@H]3O)[C@](C)(C(=O)O)C[C@H](O)[C@@H]1O (stereo not given in full)	-4%	2%	i	27%	i	8%	18%	/	-5%
CC(=O)c1cccc(NS(=O)(=O)N2CCOCC2)c1	-7%	0%	i	2%	-19%	-8%	9%	0%	-17%
CCOC(=O)c1cnc(-n2nc(C)cc2C)nc1Oc1ccc(C#N)cc1	-3%	-3%	i	7%	-2%	17%	16%	1%	15%
CC1CC(C)CN(C(=O)c2cccc(S(=O)(=O)NCc3ccccc3)c2)C1 (stereo not given)	-6%	19%	i	9%	-51%[inhibitor]	-14%	?	-1%	24%
COC1OC2COC(c3ccccc3)OC2C(NC(C)=O)C1OC(C)=O (stereo not given)	-11%	-9%	i	18%	-6%	-2%	3%	/	-9%
CCOC(=O)c1nn(-c2ccc(C)c(C)c2)c(=O)c2c(N)scc12	?	-3%	i	20%	i	-23%	?	-8%	44%
Cc1nn(-c2ccccc2)c(Cl)c1/C=N/Nc1nnc(C)c(=O)[nH]1	12%	-2%	i	-1%	i	-13%	33%	1%	-20%
Cc1c(NC(=O)CN2C(=O)NC(C)(c3ccc(Cl)cc3)C2=O)c(=O)n(-c2ccccc2)n1C (stereo not given)	-11%	-14%	i	-21%	i	-4%	-7%	1%	4%
C/C(NC(=O)c1cccc(F)c1)=C1/C(=O)C[C@@H]2[C@H]1C2(C)C	13%	4%	i	-13%	-17%	-15%	0%	1%	/
Nc1cccc2c(O)cc(S(=O)(=O)O)cc12	10%	2%	i	-12%	-3%	21%	48%[activator]	/	6%
CCN(CC)CCN1C(=O)c2ccccc2NC1c1ccc(Br)cc1 (stereo not given)	-3%	-4%	i	-14%	-1%	2%	10µM*	0%	9%

Screening data: PubChem BioAssay, National Center for Advancing Translational Sciences (NCATS)
